Screens deposited in PubChem by IUPUI and University of Michigan.
ST2 inh: inhibitors of human ST2 (IL1RL1) binding to IL-33, primary screen, biochemical, AlphaLISA; AlphaLISA ST2-Fc/biotin-IL-33 interaction, 1 h; inhibition, % for hits at 17 µM; 78,000 compounds, 2.3% hits; in the data active = inhibition above about 30%; inconclusive = mostly about 10% to 28%
Target sequence (Q01638 whole entry, looked up): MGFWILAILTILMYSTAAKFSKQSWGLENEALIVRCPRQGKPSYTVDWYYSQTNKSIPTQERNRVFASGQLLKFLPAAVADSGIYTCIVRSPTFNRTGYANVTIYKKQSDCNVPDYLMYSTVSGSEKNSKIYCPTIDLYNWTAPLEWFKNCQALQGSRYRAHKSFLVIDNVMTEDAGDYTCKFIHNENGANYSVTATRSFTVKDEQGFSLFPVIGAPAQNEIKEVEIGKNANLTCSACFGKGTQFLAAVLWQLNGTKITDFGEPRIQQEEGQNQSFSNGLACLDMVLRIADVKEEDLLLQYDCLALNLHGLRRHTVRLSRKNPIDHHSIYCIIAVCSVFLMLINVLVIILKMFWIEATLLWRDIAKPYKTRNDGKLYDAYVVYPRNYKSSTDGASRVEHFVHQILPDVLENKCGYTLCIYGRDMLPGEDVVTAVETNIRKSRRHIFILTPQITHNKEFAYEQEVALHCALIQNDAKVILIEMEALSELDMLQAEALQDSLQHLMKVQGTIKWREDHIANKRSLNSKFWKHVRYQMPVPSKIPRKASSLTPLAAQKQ
The depositor's hits bear a star; i = inactive; ? = inconclusive.

The first 4 entries, to show the layout:
C=CCNC(=O)N1CC[C@H]2CC(=O)N(c3ccccc3)CC[C@H]2C1
- ST2 inh = ?
COc1ccc2cc(C(=O)NC(C)=O)c(=Nc3cccc(F)c3)oc2c1
- ST2 inh = i
COC(=O)Cn1c(=O)c2c(nc3n2CCN3c2ccccc2)n(C)c1=O
- ST2 inh = i
O=C1C2=C(Nc3[nH]c(=O)[nH]c(=O)c3C2c2ccc3c(c2)OCO3)c2ccccc21 (stereo not given)
- ST2 inh = i

The listing, repeating the preview:
C=CCNC(=O)N1CC[C@H]2CC(=O)N(c3ccccc3)CC[C@H]2C1
- ST2 inh = ?
COc1ccc2cc(C(=O)NC(C)=O)c(=Nc3cccc(F)c3)oc2c1
- ST2 inh = i
COC(=O)Cn1c(=O)c2c(nc3n2CCN3c2ccccc2)n(C)c1=O
- ST2 inh = i
O=C1C2=C(Nc3[nH]c(=O)[nH]c(=O)c3C2c2ccc3c(c2)OCO3)c2ccccc21 (stereo not given)
- ST2 inh = i
COc1cc(OC)cc(C(=O)N2CCN=C2SCc2cccnc2)c1
- ST2 inh = ?
CCN(CC)S(=O)(=O)c1ccc(C(=O)N2CCN=C2SCc2ccccc2C)cc1
- ST2 inh = i
CCn1c(CC2CCNCC2)nn(Cc2cc(-c3ccccn3)no2)c1=O
- ST2 inh = ?
C#Cc1cccc(NC(=O)COc2cccc([N+](=O)[O-])c2)c1
- ST2 inh = ?
COc1ccc(OC)c(-c2cc(C(=O)Nc3ccc(OC)c(OC)c3)no2)c1
- ST2 inh = i
Cc1cc(-c2nc3ccccc3[nH]2)c2ccccc2n1
- ST2 inh = i
Fc1cccc(CN2CCC(N3CCCCCC3)CC2)c1
- ST2 inh = i
CCNC(=O)O[C@@H]1CO[C@H]2[C@@H]1OC[C@@H]2NS(=O)(=O)c1ccccc1C#N
- ST2 inh = ?
CN(CC1CCCN(CCc2cccc(C(F)(F)F)c2)C1)C(=O)Cc1cccnc1 (stereo not given)
- ST2 inh = i
Cn1nc(C(=O)NCc2ccccc2)c2c1CCN(C(=O)c1cn3ccccc3n1)C2
- ST2 inh = i
Cc1ccsc1C(CNC1CCN(C(=O)c2ccccc2)CC1)N(C)C (stereo not given)
- ST2 inh = ?
CN1[C@@H](c2ccccc2)[C@@H](C(=O)NCCc2cccnc2)C[C@@]1(C)C(=O)O
- ST2 inh = i
O=C(O)c1ccc(-c2cccc(-n3cccn3)c2)o1
- ST2 inh = i
Cc1ccccc1NC(=O)c1ccc(Cl)cc1
- ST2 inh = i
COCCN(Cc1cccc2ccccc12)C(=O)c1cn(-c2ccccc2)nn1
- ST2 inh = i
Cn1c(=O)c2c(nc3n(CCc4ccccc4)c(C45CC6CC(CC(C6)C4)C5)cn23)n(C)c1=O
- ST2 inh = i
CN(C)CCNC(=O)C1(O)c2cc(Br)ccc2NC(=O)N1c1c(F)cccc1F (stereo not given)
- ST2 inh = i
Cc1nn(C(C)C)c(C)c1CN(C)C(=O)CC1C(=O)NCCN1CC(C)C (stereo not given)
- ST2 inh = ?
Cc1ccc(N2C(=O)C3C(C2=O)C2C=CC3C23CC3)c([N+](=O)[O-])c1 (stereo not given)
- ST2 inh = i
O=C(NC1CC(=O)N(c2cccc(F)c2)C1)c1ccc(S(=O)(=O)N2CCOCC2)cc1 (stereo not given)
- ST2 inh = i
Cc1cc([N+](=O)[O-])ccc1S(=O)(=O)n1nnc2ccccc21
- ST2 inh = i

O=C1c2ccccc2-c2n[nH]c3cccc1c23
- ST2 inh = i
O=C(CCS(=O)(=O)c1cccc2nonc12)NCCc1ccccc1Cl
- ST2 inh = ?
Clc1ccccc1CNc1ncnc2ccccc12
- ST2 inh = i
COc1ccc(OC)c(C2C(C(=O)Nc3ccccn3)=C(C)NC3=C2C(=O)CCC3)c1 (stereo not given)
- ST2 inh = i
COC(=O)[C@@H]1CCCN1Cc1ccc2c(c1)CN(Cc1cc(OC)cc(OC)c1)CCO2
- ST2 inh = i
CN1C[C@@H](NC(=O)c2ccc(F)cc2)C[C@H]1c1nc(-c2ccc(Cl)cc2)no1
- ST2 inh = ?
CC1=NN(C(=O)Cc2ccc([N+](=O)[O-])cc2)C(C)(O)C1 (stereo not given)
- ST2 inh = i
CCOc1ccc(S(=O)(=O)N2CCSC2c2ccccc2OC)cc1 (stereo not given)
- ST2 inh = i
Cc1nc(N2CCOCC2)nc(NC2CCCCC2)c1[N+](=O)[O-]
- ST2 inh = i
C=CCOC(=O)C1=C(C)N=C2SCCC(=O)N2C1c1ccc(OC(C)=O)cc1 (stereo not given)
- ST2 inh = ?
CC(=O)NC(=O)c1cc2ccccc2oc1=Nc1ccc(F)cc1
- ST2 inh = i
CCn1c(C(O)c2ccc(C(C)C)cc2)nc2ccccc21 (stereo not given)
- ST2 inh = i
CNCC(=O)NCc1noc(-c2ccc3c(c2)OCO3)n1
- ST2 inh = ?
N#Cc1c(N)nc2c(c1-c1ccccc1Cl)CCCCC2
- ST2 inh = i
Cc1ccc(Nc2cc(C)nc(Nc3ccc(NC(=O)c4ccc(C(C)(C)C)cc4)cc3)n2)cc1
- ST2 inh = i
c1nc(NCCCN2CCCC2)c2[nH]cnc2n1
- ST2 inh = ?
CN(CCNS(=O)(=O)c1cccc2cccnc12)Cc1ccccc1
- ST2 inh = i
O=C(Nc1ccc(C(F)(F)F)cc1)c1cc2c(=O)oc3ccccc3c2s1
- ST2 inh = i
O=C(O)[C@H]1C[C@@H](O)CCN1Cc1ccc2cccc(Cl)c2n1
- ST2 inh = i
COc1ccc(CNN)c(OC)c1
- ST2 inh = i
CCOC(=O)C1C(=O)C=C(c2cccs2)CC1c1cccc(OC)c1 (stereo not given)
- ST2 inh = ?
COc1cccc(NS(=O)(=O)c2ccc(Cl)s2)c1
- ST2 inh = i
Cc1cc2c(cc1C)NC(CC(=O)Nc1ccccc1OC(F)F)C(=O)N2 (stereo not given)
- ST2 inh = ?
O=C(O)CC1CCCc2ccccc2C1O (stereo not given)
- ST2 inh = ?
COc1ccccc1N1CCN(C(=O)Cc2cn(C)c3ccccc23)CC1
- ST2 inh = i

O=[N+]([O-])c1cccc(-c2noc([C@@H]3C[C@@H](O)CN3Cc3ccccc3)n2)c1
- ST2 inh = i
Cc1cc(C)n(Cc2ccc(C(=O)NC(C)c3nncn3C(C)C)cc2)n1 (stereo not given)
- ST2 inh = i
Cc1cc(C)n(Cc2cc(C(=O)N(C)Cc3csc(C)n3)n[nH]2)n1
- ST2 inh = ?
c1ccc(CN2CC[C@H](c3nnc(-c4ccco4)o3)C2)cc1
- ST2 inh = i
CC(=O)c1cc2c(cc1N)OCCO2
- ST2 inh = ?
COc1ccc(-c2nc3cc(C)ccc3o2)cc1N
- ST2 inh = ?
COCC(C)(C)CNC(=O)c1c(C)nn(C)c1C
- ST2 inh = ?
Cc1cc(Br)ccc1NC(=O)CCS(=O)(=O)c1ccc(Br)s1
- ST2 inh = i
Cc1cccc(N2CCN(C(=O)CCN3Cc4ccccc4OC(c4ccccc4F)C3)CC2)n1 (stereo not given)
- ST2 inh = ?
Cc1cc(C)n(-c2cc(N3CCN(C(=O)C(C)C)CC3)ccc2[N+](=O)[O-])n1
- ST2 inh = i
CC1(C#N)Cn2nc([N+](=O)[O-])nc2O1 (stereo not given)
- ST2 inh = i
Cc1cccc(C(=O)N(c2ccc(C)c(C)c2)C2C=CS(=O)(=O)C2)c1 (stereo not given)
- ST2 inh = i
Cc1ccc(OCC(N)=O)c(-c2cccc3[nH]ccc23)c1
- ST2 inh = i
CC(=O)Nc1nc2ccccc2n1Cc1ccccc1Cl
- ST2 inh = i
Cc1ccc(NC(=O)COc2ccccc2C(=O)NC(C)c2ccccc2)cc1[N+](=O)[O-] (stereo not given)
- ST2 inh = i
Cc1cc(C)nc(NC(c2ccco2)c2ccc3cccnc3c2O)n1 (stereo not given)
- ST2 inh = ?
Oc1cc(-c2cccc(Cl)c2)cc2c1OCCN(CCC1CCOC1)C2 (stereo not given)
- ST2 inh = ?
COc1ccc(-c2nc(-c3ccc(O)c(O)c3)[nH]c2-c2ccccc2)cc1OC
- ST2 inh = ?
O=C1C2C3C=CC(C3)C2C(=O)N1c1ccc(Cl)c(C(F)(F)F)c1 (stereo not given)
- ST2 inh = i
O=C(O)c1cc(C23CC4CC(CC(C4)C2)C3)n(-c2ccccc2)n1
- ST2 inh = i
Cc1ccc(N2NC(=O)/C(=C/c3ccc(Cl)c([N+](=O)[O-])c3)C2=O)cc1C
- ST2 inh = i
CCOc1ccc(CCCC(=O)N2CCCCC2CO)cc1C (stereo not given)
- ST2 inh = i
Cc1ccc(NC(=O)c2cc([N+](=O)[O-])ccc2N2CCCC2)cc1
- ST2 inh = ?
CN(CC1(c2ccccc2)CC1(C)C)C(=O)c1ccco1 (stereo not given)
- ST2 inh = i
CN1CCCCC1C(=O)NCc1cccnc1N(C)C1CCCCC1 (stereo not given)
- ST2 inh = ?

CCOC(=O)C1=NN(C(=O)CCc2ccccc2)C(O)(c2ccc(Cl)cc2)C1 (stereo not given)
- ST2 inh = i
Cc1ccccc1CN1CCC(CNC(=O)c2ccn(C)c(=O)c2)C1 (stereo not given)
- ST2 inh = i
CC1CCCC(C)N1C(=O)c1cccc2c1-c1ccccc1C2=O (stereo not given)
- ST2 inh = i
O=C(CCN1C(=O)C2C3C=CC(CC3)C2C1=O)N1CCN(c2ccccn2)CC1 (stereo not given)
- ST2 inh = i
COc1cccc(CNC(=O)C2CCCN2S(=O)(=O)c2cc3c(cc2C)NC(=O)CO3)c1 (stereo not given)
- ST2 inh = i
CC(C)c1cc(CNC(=O)C2CC(=O)N(Cc3ccccn3)C2)on1 (stereo not given)
- ST2 inh = i
CCN(C(=O)Cc1c(C(=O)O)[nH]c2ccccc12)c1ccc(F)cc1
- ST2 inh = i
Cn1c2c(c(=O)n(C)c1=O)C(c1ccc(Cl)cc1)C1=C(N2)c2ccccc2C1=O (stereo not given)
- ST2 inh = ?
Cc1ccc(CN2CCSc3ccc(C(=O)NCCCN4CCN(C)CC4)cc32)cc1
- ST2 inh = i
CC(=O)c1ccc(OC(=O)CN2C(=O)c3ccccc3C2=O)cc1
- ST2 inh = i
CCCCNC(=O)C1CCCN(S(=O)(=O)CCC)C1 (stereo not given)
- ST2 inh = ?
CCC(C)NC(=O)c1ccc2c(c1)ncn2C1CCCC1 (stereo not given)
- ST2 inh = ?
Cc1cc(N2C[C@H](O)[C@@H](N3CCCCC3)C2)nc(-c2ccccc2)n1
- ST2 inh = ?
COc1ccccc1N1CCN(C(=O)c2ccc(Cl)cc2)CC1
- ST2 inh = i
CC1CC(=O)C2=C(C1)OC(N)=C(C#N)C2c1ccc(F)c(Br)c1 (stereo not given)
- ST2 inh = i
Cc1nc(N2C[C@@H]3C[C@H](C2)[C@@H]2CCCC(=O)N2C3)cc(-n2cccn2)n1
- ST2 inh = i
COCCOC(=O)C1=C(C)NC(C)=C(C(=O)OC/C=C/c2ccccc2)C1c1cccc([N+](=O)[O-])c1 (stereo not given)
- ST2 inh = ?
Cc1cc(C)n2nc(CC(=O)N(Cc3sccc3C)C3CC3)nc2n1
- ST2 inh = i
COc1ccc(OC)c(C2CCN(c3cc(OC)ncn3)C2)c1 (stereo not given)
- ST2 inh = i
Cc1ccc(NC(=O)CNC(=O)C2(N3CCCC3)CCCC2)c(F)c1
- ST2 inh = ?
O=C(c1ccccc1Cl)N1CCN(c2ccc([N+](=O)[O-])c(N3CCOCC3)c2)CC1
- ST2 inh = i
Cc1[nH]n(-c2cccc(Cl)c2)c(=O)c1C=Nc1ccc(Cl)c(C(=O)O)c1
- ST2 inh = i
O=C1C(c2cccc(Br)c2)N(C2CCCCC2)C(=O)CN1C1CCCCC1 (stereo not given)
- ST2 inh = ?
CCN(CC)S(=O)(=O)c1ccc(C(=O)N2CCN=C2SCc2ccccc2)cc1
- ST2 inh = i
CCn1cc(CNCc2cn(-c3ccc(F)cc3)nc2-c2ccccc2Cl)cn1
- ST2 inh = i

Cn1nc(C(=O)Nc2cnc3n2CCCC3)ccc1=O
- ST2 inh = i
CCc1ccc(NS(=O)(=O)c2cc(Br)cc3c2N(C(=O)C2CC2)CC3)cc1
- ST2 inh = ?
CC1=C(C(=O)Nc2ccc(C)cn2)C(c2ccc(Cl)cc2)C2=C(CCCC2=O)N1 (stereo not given)
- ST2 inh = i
Cc1ccc(S(=O)(=O)Nc2ccc(Cc3ccncc3)cc2)cc1
- ST2 inh = i
Cn1cc(S(=O)(=O)CC(=O)Nc2ccc(F)cc2)c2ccccc21
- ST2 inh = i
O=C(Nc1ccc2nc(-c3ccco3)c(-c3ccco3)nc2c1)N1CCSCC1
- ST2 inh = 30%*
COc1cc2c(cc1OC)CN(Cc1cccc(Cl)c1)CC2
- ST2 inh = i
Cc1ccc(C2C(=C(O)c3ccc(S(=O)(=O)N(C)C)cc3)C(=O)C(=O)N2CCN(C)C)cc1 (stereo not given)
- ST2 inh = i
CC(=O)O[C@H]1C(=O)[C@@]2(C)C([C@H](OC(=O)c3ccccc3)[C@]3(O)C[C@H](OC(=O)[C@H](O)[C@@H](NC(=O)c4ccccc4)c4ccccc4)C(C)=C1C3(C)C)[C@]1(OC(C)=O)CO[C@@H]1C[C@@H]2O (stereo not given in full)
- ST2 inh = ?
CCOc1ccc(N=Cc2c(O)n(-c3ccccc3C)c(=O)c3ccccc23)cc1
- ST2 inh = ?
C=CCN(Cc1ccc2c(C)cc(=O)oc2c1)Cc1ccco1
- ST2 inh = ?
Cc1ccc(C(=O)N2C(C(=O)O)CSC2c2ccccc2Cl)cc1 (stereo not given)
- ST2 inh = i
CCn1nnnc1-c1ccc(OC)c(S(=O)(=O)Nc2ccc(OC)c(Cl)c2)c1
- ST2 inh = i
O=C(NCc1cccnc1-n1cnc2ccccc21)C(=O)Nc1ccccc1
- ST2 inh = i
COc1ccc(C2CC(C(F)(F)F)n3nc(C(=O)NC(C)(C)C)c(Cl)c3N2)cc1OC (stereo not given)
- ST2 inh = i
CCOc1ccc(C(=O)N2CCN(S(=O)(=O)c3cc4c5c(c3)CCN5C(=O)CC4)CC2)cc1
- ST2 inh = i
COc1ccc(Oc2nc3c(c(=O)n(C)c(=O)n3C)n2Cc2cccc(Br)c2)cc1
- ST2 inh = i
O=C(CN1C(=O)CCc2cc(S(=O)(=O)N3CCCCC3)ccc21)NCCc1ccc(Cl)cc1
- ST2 inh = ?
O=C(c1cccs1)N1CCN(c2ccc([N+](=O)[O-])c(NC3CC3)c2)CC1
- ST2 inh = ?
COC(=O)C1=CO[C@@H](O[C@@H]2O[C@H](CO)[C@@H](O)[C@H](O)[C@H]2O)[C@@H]2[C@@](C)(O)[C@@H](O)C[C@]12O
- ST2 inh = i

Only part of the results is shown; the hit share may differ from the screen's.
